# High-throughput results deposited in PubChem BioAssay by Broad Institute.
# LGR2 antag: blocks bursicon-induced cAMP signaling via Drosophila LGR2. HEK293 LGR2, CRE-luciferase, bursicon-stimulated, 4 h. inhibition, % at 9.99 µM. 380,000 compounds, 0.35% hits;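 active means drop in luminescence signal, shown as inhibition above about 50% in the replicate tests, limit read from the data, passing the limit was not always enough; inconclusive means probably only some replicates passing the limit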;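 further: agonist challenge used bursicon conditioned medium at about half maximal strength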
# SIRT5 inh: blocks human SIRT5 desuccinylation of peptide | Purified SirT5, succinyl-peptide AMC, trypsin-coupled fluorescence | inhibition, % at 15 µM | 330,000 compounds, 1.1% hits; in the data active means inhibition above about 15%; inconclusive means no clear call, values can overlap the other calls
# Target sequence (Q9NXA8 whole entry, looked up): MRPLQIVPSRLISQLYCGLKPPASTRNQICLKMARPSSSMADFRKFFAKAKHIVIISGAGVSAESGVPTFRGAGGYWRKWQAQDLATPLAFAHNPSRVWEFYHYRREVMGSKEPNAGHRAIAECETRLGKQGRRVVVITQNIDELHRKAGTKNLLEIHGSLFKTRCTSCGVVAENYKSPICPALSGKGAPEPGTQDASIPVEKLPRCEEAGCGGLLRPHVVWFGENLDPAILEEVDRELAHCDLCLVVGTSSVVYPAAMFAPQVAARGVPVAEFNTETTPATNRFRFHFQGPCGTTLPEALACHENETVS
# PAX8 reporter: lowers PAX8-driven luciferase in RMG-I cells; RMG-I TPO-luciferase reporter, SteadyGlo, 24 h; inhibition, % at 12.6 µM; 360,000 compounds, 1.2% hits; AID 652154;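 active means mean replicate inhibition at least 60% with every replicate also reaching 60%; inconclusive means only one of the two criteria is met; inactive means mean below 60% and not all replicates reaching 60%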;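 further: luciferase light reporting Pax8 driven TPO promoter activity; plate controls were median of neutral control wells for no effect and mitoxantrone controls for full effect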
# DENV2 CPE rescue: protects cells from dengue virus 2 cytopathic effect | 350,000 compounds, 1.7% hits | DENV2-infected cells, cytopathic effect rescue, plate reader | CPE inhibition, % at 9.99 µM; in the data active means CPE inhibition above about 20%, passing the limit was not always enough; inconclusive means no clear call, values can overlap the other calls; tested in BHK-21 cells;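 further: 0% = median of neutral control wells and 100% = median of positive control wells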
# EWS-Fli inh: inhibitors of EWS/Fli oncoprotein transcriptional activity; A673 NR0B1-luciferase reporter, viability-normalised; inhibition, % at 12.6 µM; 350,000 compounds, 0.67% hits; AID 651661;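 active means mean inhibition of at least 50% after viability correction, with every replicate also passing that limit; inconclusive means mean reaches 50% but only one of two replicates passes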;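 further: firefly luciferase signal divided by Alamar Blue viability fluorescence both relative to DMSO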
# CASP6 VEID inh: caspase-6 (human) enzyme inhibition; P55212; purified caspase-6, Z-VEID-R110 cleavage fluorescence; inhibition, % at 12.5 µM; 350,000 compounds, 0.53% hits;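 active means mean inhibition across replicates at least about 35%, with every replicate also reaching that limit, limit read from the data; inconclusive means only one of the two criteria met; inactive means neither criterion met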;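 further: 0% = median of neutral control wells and 100% = no fluorescence left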
# Target sequence (P55212 24-179 limits assumed): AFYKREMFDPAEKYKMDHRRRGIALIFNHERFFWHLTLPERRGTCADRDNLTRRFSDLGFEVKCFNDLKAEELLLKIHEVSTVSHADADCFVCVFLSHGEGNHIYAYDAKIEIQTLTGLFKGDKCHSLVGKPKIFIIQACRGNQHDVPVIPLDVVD
# Target sequence (P55212 194-293 limits assumed): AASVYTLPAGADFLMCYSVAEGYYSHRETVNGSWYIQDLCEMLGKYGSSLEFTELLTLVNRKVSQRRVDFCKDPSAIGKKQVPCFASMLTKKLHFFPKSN
# ARNT-TACC3 inh: ARNT/TACC3 interaction disruption. 390,000 compounds, 0.66% hits. AlphaScreen His-ARNT PAS-B/GST-TACC3 binding, luminescence; TACC3 fragment carries E629A point mutation. Q9Y6A5. inhibition, % at 9.99 µM;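 active means mean inhibition of replicates at least 50% and at least half of replicates each reaching 50%; inconclusive means half or more replicates reach 50% but mean below 50%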;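 further: 0% = complete ARNT plus TACC3 wells and 100% = ARNT alone without TACC3; many hits fall short of the cut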
# An asterisk follows results filed as active; ? = inconclusive; . = no result given.
# Results follow in this order: SIRT5 inh, CASP6 VEID inh, PAX8 reporter, LGR2 antag, EWS-Fli inh, ARNT-TACC3 inh, DENV2 CPE rescue
CCN(CC)C(CNC(=O)CSc1nnnn1-c1cccc(F)c1)c1ccco1 (stereo not given)
    -2.6, 7.2, 15.2, -8.8, -0.2, -2.3, 6.1
COc1cccc(/C=N/NC(=O)CSc2ccccc2C)c1O
    ., ., 3.0, -20.9, ., 13.7, .
Cc1ccc(N2CCN(C(=O)N3CCOCC3)CC2)c(C)c1
    -3.4, -0.8, -1.3, 0.5, 14.5, -7.5, -3.3
O=C(NC1CCCCC1)C(c1ccncc1)n1c(=O)c(-c2cc3ccccc3[nH]2)nc2ccccc21 (stereo not given)
    ., -3.7, -6.0, 0.3, -15.8, ., -1.3
C[C@@H]1CCCCO[C@H](CN(C)C(=O)Nc2ccc(F)cc2)[C@H](C)CN([C@H](C)CO)C(=O)c2cc(NS(=O)(=O)c3cccs3)ccc2O1
    2.2, 0.9, 6.2, -30.5, 5.5, -19.4, 67.7*
Cc1cccc(N2C(=O)c3cccc4c(N5CCCCC5)c([N+](=O)[O-])cc(c34)C2=O)c1C
    ., ., -8.5, 1.8, ., -3.2, .
Cc1nnsc1S(=O)c1ccc(F)cc1 (stereo not given)
    -5.1, -1.0, 13.4, 5.3, 13.2, 9.3, 3.1
CO[C@H]1CN(C)C(=O)c2ccc(NC(=O)C3CCCC3)cc2OC[C@H](C)N(CCC(F)(F)F)C[C@@H]1C
    4.7, 0.8, ., 16.4, -4.5, ., -4.8
O=C(Nc1cccc(-c2cn3c(n2)SCC3)c1)c1ccc2c(c1)OCO2
    -2.5, 1.8, -10.0, -28.1, -55.6, 9.3, .
CCCC(=O)Nc1ccc2c(c1)C(=O)N(C)C[C@@H](OC)[C@H](C)CN(C(=O)c1cnccn1)[C@H](C)CO2
    -3.5, 2.5, ., 9.6, -4.7, -4.4, -0.9
C[C@@H]1CN([C@@H](C)CO)C(=O)c2cccc(NS(=O)(=O)c3cn(C)cn3)c2O[C@@H]1CN(C)C(=O)Nc1ccccc1
    2.2, -2.3, ., -2.9, -7.5, -7.3, 11.5
O=C(Nc1c2c(nc3ccccc13)CCCC2)c1cccc([N+](=O)[O-])c1
    2.4, -1.3, -7.4, 5.4, -2.5, -2.5, -10.9
COc1ccccc1-c1cnc2c(c1)C(=O)N([C@H](C)CO)C[C@H](C)[C@@H](CN(C)C(=O)c1ccncc1)O2
    1.3, -1.7, ., -12.6, 0.5, -9.8, -4.0
O=S(=O)(Nc1cccc(-c2nnco2)c1)c1ccc(F)cc1F
    -3.1, -4.7, 10.9, ., -20.1, ., -4.9
COc1ccccc1NC(=O)N1C[C@@H](O)COC[C@@H]2O[C@H](CC(=O)NCCc3ccccc3)CC[C@H]21
    6.7, 1.5, 12.1, -10.0, 3.8, 0.6, 3.9
CCc1ccc(NC(=O)C(C)OC(=O)/C=C/c2ccc(O)c(OC)c2)cc1 (stereo not given)
    -0.6, 3.4, 11.4, 1.8, 10.2, 3.0, ?
Cc1c(C)n(CC(O)CN2CCOCC2)c2ccccc12 (stereo not given)
    -1.3, -7.9, ., 3.3, 6.6, -1.6, -7.0
CC(C)CC#Cc1cnc2c(c1)C(=O)N([C@H](C)CO)C[C@@H](C)[C@H](CN(C)C(=O)Cc1cccnc1)O2
    -3.1, -1.2, ., -0.8, 0.5, -3.1, -6.2
CCN(CCCNS(=O)(=O)c1cc(-c2cc(C)no2)ccc1C)Cc1ccccc1
    -3.8, -11.5, 32.0, 6.9, 7.9, -0.8, -2.2
O=C(O)c1ccc(S(=O)(=O)N2CCCCCCC2)cc1
    ., -0.1, -15.2, 1.2, 2.1, ., 5.7
Nn1c(Cc2cccc3ccccc23)nnc1SCc1ccccc1
    -4.5, -1.8, -1.5, 3.5, 9.8, 0.2, -8.9
CCCS(=O)(=O)c1nc(S(=O)(=O)c2ccc(C)cc2)c(N2CCN(C)CC2)s1
    0.3, 0.6, -2.7, -7.1, 11.7, -0.8, -3.1
COc1ccc(CN(C)C[C@H]2Oc3ccc(NC(=O)Nc4ccc(C(F)(F)F)cc4)cc3C(=O)N([C@@H](C)CO)C[C@@H]2C)cc1
    -2.5, 4.4, ., -10.0, 3.3, 1.9, -2.6
O=C(C[C@H]1C[C@@H]2c3cc(NC(=O)NC4CCCC4)ccc3O[C@@H]2[C@H](CO)O1)NCc1cccc(F)c1
    -3.0, 0.8, -6.9, 0.7, -6.1, -1.5, -1.2
Cc1noc(C)c1NC(=O)Nc1ccc2c(c1)C(=O)N([C@@H](C)CO)C[C@H](C)[C@@H](CN(C)C(=O)Nc1c(C)noc1C)O2
    -3.6, ., -20.1, -5.8, -14.7, -1.1, 0.9
CCCC(=O)Nc1ccc(C(=O)N/N=C/c2ccc([N+](=O)[O-])o2)cc1
    -0.9, 4.8, 13.7, ., 17.2, -6.2, 9.7
COc1cc(OC)cc(N(C(=O)CNC(=O)c2cccs2)C(C(=O)NCC2CCCO2)c2ccccc2)c1 (stereo not given)
    -7.3, 0.8, 9.8, 1.3, 4.3, -4.6, -3.4
CCN(CC(=O)Nc1ccccc1C(F)(F)F)C(=O)CSCc1c(C)noc1C
    0.4, -74.3, -12.7, -3.1, -7.6, ., -6.3
C=CCn1c(SCC(=O)Nc2ccc(O)cc2)nc2sc(CC)cc2c1=O
    -3.4, 1.3, -13.8, 7.7, 6.3, 11.2, 11.0
C[C@H](NC(=O)C[C@@H]1C=C[C@H](NC(=O)CN2CCOCC2)[C@@H](CO)O1)c1ccccc1
    3.9, -3.6, -13.2, -12.5, 2.1, -0.6, 14.3
O=C(CNC(=O)c1ccc(-c2ccccc2)cc1)Nc1cccc(CO)c1
    3.7, -0.5, ., -30.3, -16.3, -15.6, -4.9
CC(C)CNC(=O)c1cc(=O)[nH]c2ccc(S(=O)(=O)Nc3ccc(F)cc3)cc12
    -0.3, 0.7, 12.9, -3.4, -1.7, -3.4, -0.9
O=C(Nc1cccc(-n2cnnn2)c1)c1cc(Cl)nc(Cl)c1
    -5.6, 1.5, 24.9, -1.4, ., -0.4, 5.1
C[C@H]1CN([C@@H](C)CO)C(=O)Cc2cc(NC(=O)CCN3CCOCC3)ccc2O[C@@H]1CN(C)C(=O)Nc1ccccc1
    -1.0, -0.3, 1.7, 2.5, -3.6, -3.8, -0.3
Cc1c(C)c2cc(Cl)c(OCC(=O)NC3CC(C)(C)NC(C)(C)C3)cc2oc1=O
    -1.4, 2.1, -0.7, 17.2, ., 2.0, 1.2
N#CCCn1cc(CNCc2ccccc2)c(-c2cccc([N+](=O)[O-])c2)n1
    2.3, -4.5, 5.5, 1.5, -0.6, -4.8, -9.7
Cc1noc(C)c1NC(=O)N(C)C[C@@H]1OCCCC[C@@H](C)Oc2ccc(NC(=O)Nc3ccc4c(c3)OCO4)cc2C(=O)N([C@@H](C)CO)C[C@H]1C
    -2.0, 0.4, 4.8, -17.5, -0.9, -6.4, 0.8
CCCOc1ccccc1NC(=O)Nc1ccccc1Cl
    -2.7, -2.2, -55.1, 7.6, 3.0, ., -3.9
C(=N\c1nc2ccccc2[nH]1)/c1cccs1
    -0.6, 1.2, ., 1.8, 10.3, 0.5, 1.2
CO[C@H]1CN(C)C(=O)c2ccc(NC(=O)C3CCOCC3)cc2OC[C@@H](C)N(C(=O)c2ccccc2)C[C@@H]1C
    ., ., -20.3, 4.5, -2.0, ., .
COc1ccc(CCN2C(=O)c3ccccc3C2c2nnnn2Cc2ccccc2)cc1OC (stereo not given)
    -5.4, 3.1, 0.0, 2.7, 2.4, ., 2.8
CC1CC1C(=O)OCC(=O)N(C)c1c(N)n(Cc2ccccc2)c(=O)[nH]c1=O (stereo not given)
    -3.5, 2.3, -4.9, 19.1, 5.4, -0.6, 11.4
CO[C@H]1CN(C)C(=O)c2ccc(NC(=O)Nc3cccc(F)c3)cc2OC[C@H](C)N(C)C[C@H]1C
    5.8, -1.0, 0.9, 0.5, 1.7, 3.2, -4.6
C[C@H]1CCCCO[C@@H](CN(C)C(=O)c2ccncc2)[C@@H](C)CN([C@@H](C)CO)C(=O)c2cc(NC(=O)CCC(F)(F)F)ccc2O1
    ., ., 3.5, -16.8, -2.0, 8.4, -4.4
N#C[C@H]1[C@@H](c2ccc(/C=C/c3ccccc3)cc2)[C@@H](CO)N1C(=O)C1CCOCC1
    -2.4, 0.9, 5.3, 9.5, 5.9, -24.4, -6.6
O=C1CCC(C(=O)OC(C(=O)c2c[nH]c3ccccc23)c2ccccc2)=NN1 (stereo not given)
    6.6, ., 16.4, -5.3, 1.9, -4.1, 2.5
COc1ccc(S(=O)(=O)N(C)C[C@H]2Oc3c(NC(=O)c4cc(C)nn4C)cccc3C(=O)N([C@@H](C)CO)C[C@H]2C)cc1
    3.3, 2.4, ., -6.4, -6.5, ., 3.8
O=C(Nc1ccccc1)C1=C[C@@H](C2CC2)C[C@@H](OCCCCO)O1
    -0.6, -1.2, -41.3, -54.0, -89.8, 0.6, -5.3
C[C@H](CO)N1C[C@H](C)[C@@H](CN(C)C(=O)NC2CCCCC2)OCCCC[C@H](C)Oc2ccc(NC(=O)CCC(F)(F)F)cc2C1=O
    -5.0, -0.4, 10.5, -2.4, 6.4, -4.7, -3.6
CC=Cc1ccc2n(c1=O)C[C@@H]1[C@@H](CO)[C@H](C(=O)NCCC)N(Cc3cccnc3)[C@H]21 (mixture of isomers)
    -6.8, 1.9, ., -1.6, 7.0, -3.2, -0.4
CCOC(=O)C1=CCN(S(=O)(=O)c2ccccc2)C1c1ccc(Cl)cc1 (stereo not given)
    -2.0, -1.1, -1.7, -7.7, -0.5, ., 6.3
CC(=O)C(=Cc1ccccc1)c1ccccc1
    ., -4.2, 23.1, -0.8, 4.1, ., 7.3
O=c1c2c3c(sc2nc(NCCO)n1Cc1ccco1)CCCCC3
    3.3, 2.1, -53.3, -50.5, -26.9, -2.2, 1.6
COc1ccccc1NC(=O)c1ccc(COc2ccc3c(c2)CCC3)cc1
    -4.6, -2.9, -97.4, 9.0, -15.4, -7.2, -2.9
COC(=O)C1(Cc2ccc3c(c2)CCC3)Cc2ccc3c(c2C1=O)CCC3 (stereo not given)
    -5.2, -2.0, 10.4, 9.0, -12.3, -6.0, -0.6
C[C@@H]1CN([C@H](C)CO)C(=O)c2cc(NS(=O)(=O)c3cccs3)ccc2O[C@@H]1CN(C)Cc1ccccc1
    ., ., -9.8, -1.9, -5.4, ., .
CCOc1ccc(S(=O)(=O)N(CC)CC)cc1NC(=O)CSCc1c(C)noc1C
    -3.8, -15.3, 7.9, -14.1, 1.4, 3.3, .
CCOc1ccc(NC(=O)c2cnc3scc(C)n3c2=O)cc1
    -3.2, -7.8, 15.9, 18.5, -42.5, -4.1, 8.9
O=C(c1cnc2sccn2c1=O)N1CCN(c2ccccc2Cl)CC1
    -0.9, -4.8, 1.4, -12.0, -13.3, 6.5, -3.6
C=CCSc1nnc(NC(=O)c2ccc(NC(C)=O)cc2)s1
    0.4, 4.6, -41.8, 3.8, -36.0, 4.3, -8.7

# (more compounds)
# Results follow in this order: SIRT5 inh, CASP6 VEID inh, PAX8 reporter, LGR2 antag, EWS-Fli inh, ARNT-TACC3 inh, DENV2 CPE rescue
C[C@@H]1CN([C@@H](C)CO)C(=O)Cc2cc(NC(=O)Nc3ccc4c(c3)OCO4)ccc2O[C@H]1CN(C)C
    0.1, -2.7, -8.3, 8.9, -9.5, -5.5, 10.4
COc1nc(NC2OC(CO)C(O)C(O)C2O)c(N)c(=O)[nH]1 (stereo not given)
    ., 3.5, 10.9, -25.4, 17.2, 1.2, 4.3
CC1CCC(C(O)(C(=O)O)C2CCCCC2)CC1C (stereo not given)
    -6.6, -1.1, 0.0, -10.0, -1.3, -3.0, -0.3
COC(=O)[C@@H]1[C@@H](CO)[C@@H]2Cn3c(ccc(-c4ccccc4)c3=O)[C@@H]2N1S(C)(=O)=O
    -11.4, -0.5, 1.1, -0.9, 0.1, 1.4, 7.9
